From PubChem BioAssay
Scp1 inh – Scp-1 phosphatase inhibitors, primary screen, biochemical, colorimetric, uHTS. Recombinant Scp1, phosphopeptide, malachite green phosphate absorbance. inhibition, % at 20 µM. 0.88% of 340,000 active;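 active means inhibition above about 50% at 20 µM, limit read from the data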;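 further: plate controls were DMSO wells with enzyme for no effect and wells lacking enzyme for full effect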
Target sequence (Q9GZU7 76-261 limits assumed): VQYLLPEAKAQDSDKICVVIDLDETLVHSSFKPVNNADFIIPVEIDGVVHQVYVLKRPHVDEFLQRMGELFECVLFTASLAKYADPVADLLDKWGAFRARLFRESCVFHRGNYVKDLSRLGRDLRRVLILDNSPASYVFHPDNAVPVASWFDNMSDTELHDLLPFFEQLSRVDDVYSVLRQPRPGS
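Material: truncated SCP-1 phosphatase (76-261aa) / Buffer or medium: 50 mM Tris acetate pH 5.5, 0.005% Tween-20, 10 mM MgCl2 / Compound dosing: one concentration, 20 µM, with 1.0% DMSO / Incubation: 45 min room-temperature reaction, 5 min colour, 30 min stabiliser / Detection: colorimetric free-phosphate detection, absorbance 630 nm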
* marks the source's active call; other numbers are inactive results. These rows are one share of the data; count on the stated rates, not on these rows.

SMILES	Scp1 inh
C#CCOCCOCCOCCNc1nc(N2CCN(C(=O)[C@H](CCC(=O)O)n3cc(C(N)CO)nn3)CC2)nc(N2CCN(C(=O)[C@H](Cc3ccc(O)cc3)n3cc(C(N)[C@H](C)CC)nn3)CC2)n1 (stereo partly drawn)	1.7
Cc1sc2cc3c(c(C(=O)c4ccccc4)[n+]2c1C)-c1cccc2cccc-3c12	14.1
COC(=O)C1=C(C)N(Cc2ccco2)C(=O)N[C@H]1c1cccc(C(F)(F)F)c1	-5.2
FC(F)(F)c1ccccc1NC(=S)NN=C1CCCCCC1	-8.0
O=C(O)CSc1c2c(nc3cc(C(=O)NCCN4CCOCC4)ccc13)CCC2	-12.3
CCN1/C(=C/C=C/c2oc3ccc4ccccc4c3[n+]2CC)Oc2ccc3ccccc3c21	36.0
CN(C)CCOC1c2ccccc2C=Cc2ccccc21	-16.9
CN(C)S(=O)(=O)c1ccc(NC(=O)c2ccc3ncsc3c2)cc1	-1.7
COC(=O)c1ccc(C23CC4(C2)[C@H](CN(Cc2ccc(-c5ccccc5)cc2)[C@@H]4c2ccccc2)C3c2ccc(Cl)nc2)cc1 (stereo partly drawn)	-1.3
CC1=C(C(=O)OCc2ccccc2)C(c2ccccc2OS(=O)(=O)c2ccccc2[N+](=O)[O-])NC(=O)N1CCCC(=O)O (stereo not drawn)	13.6
O=C1c2ccccc2S(=O)(=O)c2cc(N3CCC4(CC3)OCCO4)ccc21	-3.0
CCc1cc(C(=O)NC2CCCc3c2cnn3-c2cccc(C)c2C)n(C)n1 (stereo not drawn)	0.9
CCCCn1c(-c2csc3c2CCCC3)n[nH]c1=S	-4.3
COc1cc(/C=C2\SC(=Nc3ccc(O)cc3)NC2=O)cc(OC)c1OC	-0.7
COC(=O)[C@@]1(Cc2ccc(OC)cc2)[C@H]2c3cc(C(=O)N4CCCC4)n(CCSCCO)c3C[C@H]2CN1C(=O)c1ccccc1	-14.5
CCOc1ccc2[nH]c3c(N4CCC5(CC4)OCCO5)ncnc3c2c1	-3.8
COCC(C)OC(=O)c1c(N)n(-c2ccc(OC)c(OC)c2)c2nc3ccccc3nc12 (stereo not drawn)	-3.1
COC(=O)c1cc2c(=O)n3ccccc3nc2n(Cc2cccnc2)c1=N	-2.9
Nc1c(Cl)ncnc1N/N=C/c1ccccn1	-1.8
COc1ccc(-n2cc(CNCCc3cscn3)c(-c3ccccc3Cl)n2)cc1	-1.3

Reprinted at random: seven records from the list
SMILES	Scp1 inh
Cc1sc2cc3c(c(C(=O)c4ccccc4)[n+]2c1C)-c1cccc2cccc-3c12	14.1
COc1ccc(-n2cc(CNCCc3cscn3)c(-c3ccccc3Cl)n2)cc1	-1.3
O=C1c2ccccc2S(=O)(=O)c2cc(N3CCC4(CC3)OCCO4)ccc21	-3.0
CCc1cc(C(=O)NC2CCCc3c2cnn3-c2cccc(C)c2C)n(C)n1 (stereo not drawn)	0.9
CN(C)S(=O)(=O)c1ccc(NC(=O)c2ccc3ncsc3c2)cc1	-1.7
COC(=O)C1=C(C)N(Cc2ccco2)C(=O)N[C@H]1c1cccc(C(F)(F)F)c1	-5.2
O=C(O)CSc1c2c(nc3cc(C(=O)NCCN4CCOCC4)ccc13)CCC2	-12.3

Ordered by value in Scp1 inh (low to high): some entries from above.
SMILES	Scp1 inh
CCCCn1c(-c2csc3c2CCCC3)n[nH]c1=S	-4.3
Nc1c(Cl)ncnc1N/N=C/c1ccccn1	-1.8
CN(C)S(=O)(=O)c1ccc(NC(=O)c2ccc3ncsc3c2)cc1	-1.7
